# From PubChem
# OXTR agonist – human OXTR agonism | 0.32% of 320,000 active | activation, % at 3 µM | CHO-OTR cells, Fluo-8 calcium fluorescence; normalized: DMSO 0%, oxytocin 100% | P30559;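 active = activation above the mean of all tested compounds plus 3 SD, cutoff set per screening run, cut at about 20% in these data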;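 also: peak over basal fluorescence ratio from a 100 s FLIPR kinetic read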
# GPR7 antag – blocks human GPR7 receptor signaling. P48145. GPR7-expressing cells, fluorescence antagonist assay. inhibition, % at 4.4 µM. 1.1% of 290,000 active; in the data active = inhibition above about 16%, passing the limit was not always enough;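 also: cells stimulated with the agonist NPW; 0% = agonist with vehicle and 100% = vehicle without agonist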
# MEKK2mut PB1 HTS – signal of MEK5 binding to mutant human MEKK2 PB1 domain. bead flow cytometry, Alexa488-MEK5 binding to MEKK2 mutant. percent response, % at 10 µM. 0.35% of 290,000 active. AID 1530; in the data active = percent response above about 24%, passing the limit was not always enough; also: inactives centre near 1; some results filed as inactive read as strong as hits; reference of the scale not given here
# MEKK3 PB1 HTS – modulators (inhibitors or enhancers) of MEK5 binding to human MEKK3 PB1 domain; Q99759; bead-based flow cytometry, Alexa488-MEK5 binding to MEKK3; actives lie on both sides; 0 = blocked by unlabeled MEK5, 100 = vehicle; binding response (% of control), % at 10 µM; 1.4% of 290,000 active; AID 1529;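 active = binding response more than 3 SD above or below the average of its plate-row segment, actives on both sides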;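 also: Alexa488 bead fluorescence after subtracting the streptavidin-only scavenger bead signal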
# GalR3 antagonist – human GalR3 antagonism; O60755; HEK293 GalR3-CNG cAMP membrane potential fluorescence; galR3 body fused to GalR1 C-terminus; inhibition, % at 3 µM; 0.44% of 360,000 active;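 active = inhibition above the screen-wide average plus 3 SD, cut at about 13% in these data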;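 also: forskolin and galanin both at EC90 stimulate the cells; cAMP rise reported by CNG channel membrane potential dye signal; 0% = forskolin plus galanin with DMSO and 100% = forskolin alone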
# Target sequence (O60755 1-299 limits assumed): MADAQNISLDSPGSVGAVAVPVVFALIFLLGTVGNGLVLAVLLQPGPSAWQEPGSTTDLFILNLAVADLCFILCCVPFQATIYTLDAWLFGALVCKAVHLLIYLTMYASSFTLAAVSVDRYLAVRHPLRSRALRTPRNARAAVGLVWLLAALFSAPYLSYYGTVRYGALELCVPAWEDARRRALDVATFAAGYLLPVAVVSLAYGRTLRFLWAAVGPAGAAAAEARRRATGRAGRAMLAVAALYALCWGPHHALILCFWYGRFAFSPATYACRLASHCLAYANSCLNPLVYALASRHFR
# NALP1 inh – NALP1 inhibition. S. cerevisiae NALP1/ASC/caspase-1 growth, X-gal OD620, 72 h. inhibition, % at 10 µM. 0.61% of 280,000 active. AID 2071; in the data active = inhibition mostly above about 24%, no sharp cut-off; inactive = mostly below about 32%; also: some compounds called inactive have numbers as strong as hits
# PHOSPHO1 block – PHOSPHO1 (human) inhibition; inhibition, % at 13.3 µM; AID 1565; 1.1% of 290,000 active; recombinant PHOSPHO1, absorbance phosphatase assay; in the data active = inhibition above about 60%
# Target sequence (Q8TCT1 whole entry, looked up): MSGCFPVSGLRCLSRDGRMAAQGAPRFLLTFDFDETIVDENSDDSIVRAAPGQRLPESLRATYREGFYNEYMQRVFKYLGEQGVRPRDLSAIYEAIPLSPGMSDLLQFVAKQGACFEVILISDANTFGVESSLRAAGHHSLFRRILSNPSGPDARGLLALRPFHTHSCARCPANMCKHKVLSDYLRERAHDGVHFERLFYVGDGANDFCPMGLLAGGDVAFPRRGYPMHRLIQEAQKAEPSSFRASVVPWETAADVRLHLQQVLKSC
# V1aR counter – activates human V1a receptor in oxytocin agonist counter-screen; P37288; CHO-V1R cells, Fluo-8 calcium fluorescence, agonist mode; 0% DMSO, 100% 3 nM vasopressin; activation, % at 3 µM; 0.25% of 320,000 active; AID 2797;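 active = activation above the mean activation of all tested compounds plus 3 SD, per screening run, cut at about 20% in these data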;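 also: signal is peak over basal fluorescence ratio across a 100 second FLIPR read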
# Target sequence (P37288 whole entry, looked up): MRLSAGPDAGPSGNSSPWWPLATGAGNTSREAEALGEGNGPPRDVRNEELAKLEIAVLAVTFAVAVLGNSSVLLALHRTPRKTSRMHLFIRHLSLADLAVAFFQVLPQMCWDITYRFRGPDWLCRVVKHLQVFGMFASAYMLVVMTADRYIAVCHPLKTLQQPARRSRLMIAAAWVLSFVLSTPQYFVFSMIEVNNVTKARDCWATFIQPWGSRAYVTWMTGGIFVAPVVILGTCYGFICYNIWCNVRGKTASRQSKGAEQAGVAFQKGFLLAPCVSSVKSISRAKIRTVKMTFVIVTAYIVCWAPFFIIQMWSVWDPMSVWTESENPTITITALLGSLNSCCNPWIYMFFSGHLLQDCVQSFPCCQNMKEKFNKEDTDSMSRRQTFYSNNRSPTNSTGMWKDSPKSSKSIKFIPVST
# MEKK2 WT-MEK5 – raises or lowers MEK5 binding to wildtype human MEKK2 PB1 domain; bead flow cytometry, Alexa488-MEK5 binding to MEKK2 WT; actives lie on both sides; binding response (% of control), % at 10 µM; 1.1% of 290,000 active; AID 1531; in the data active = binding response below about 67% or above about 130%
# * = called active by the depositor; · = no result given.
# The line under a structure holds: OXTR agonist, GPR7 antag, MEKK2mut PB1 HTS, MEKK3 PB1 HTS, GalR3 antagonist, NALP1 inh, PHOSPHO1 block, V1aR counter, MEKK2 WT-MEK5
- C=C1C2(C(=O)NCc3ccco3)CCC(C2)C1(C)C (configuration not stated)
→ -0.2, -4.4, -5.0, 98.0, -0.9, 38.0, 28.1, -0.2, 101.0
- COc1cc(C(=O)O/N=C2\CCCc3c2ccc(OC)c3[N+](=O)[O-])cc(OC)c1OC
→ -0.7, -12.1, ·, ·, -3.1, 24.5, 26.1, 1.2, ·
- O=C(NCCC(=O)N1CCCCC1)c1ccc(Br)cc1
→ -0.2, -7.7, -4.0, 101.0, -3.1, 4.2, -18.4, 0.6, 99.0
- O=C(CCS(=O)(=O)c1ccccc1)NC12CC3CC(CC(C3)C1)C2
→ -1.8, 8.2, 3.0, 98.0, -2.0, -3.0, -0.3, 3.1, 102.0
- Cc1ccc(NC(=O)COc2cccnc2[N+](=O)[O-])cc1S(=O)(=O)N1CCCCC1
→ 1.6, -2.5, 7.0, 97.0, -4.3, 38.4, -10.7, 2.5, 104.0
- CCc1cc2c(=O)[nH]c(-c3ccccn3)nc2s1
→ -0.7, -7.4, -3.0, 93.0, -5.2, 13.5, -8.9, 1.2, 92.0
- O=C(COC(=O)c1ccc(CNS(=O)(=O)c2ccc(F)c(Cl)c2)cc1)NC1CCCCCCC1
→ 1.6, 2.2, 6.0, 99.0, -2.3, 35.9, 6.6, 3.5, 114.0
- Cc1ccc(-c2nc3ccccn3c2Nc2ccccc2)o1
→ -2.2, -8.4, 1.0, 105.0, -0.7, 30.1, -5.2, 0.9, 107.0
- COC(=O)c1ccc(C23CC4(C2)[C@H](CN(Cc2ccc(C(F)(F)F)cc2)[C@@H]4c2ccccc2)C3c2ccc(Cl)nc2)cc1 (some centres not stated)
→ 0.5, ·, 3.0, 106.0, -4.7, -0.1, 35.3, -0.7, 90.0
- O=C(c1ccccc1)N(CCN1CCOCC1)C1(C(=O)Nc2ccccc2)CCCCC1
→ -2.0, -3.9, 10.0, 98.0, -3.2, -16.2, -27.7, -1.4, 96.0
- COc1ccc(NC(=O)Cn2nnc(C(=O)Nc3ccccc3C)c2N)cc1
→ 1.0, -3.3, -9.0, 101.0, 1.7, -13.3, -3.6, 0.9, 91.0
- CCN1CCN(C(=O)/C=C\C(=O)O)CC1
→ 1.0, -12.9, 12.0, 104.0, -4.0, 19.0, 8.6, 1.6, 103.0
- COc1ccc(N2CCN(C(=S)NCCc3ccccc3)CC2)cc1
→ 4.9, 3.6, 2.0, 102.0, -2.7, ·, ·, 5.4, 105.0
- O=C(COc1cccnc1[N+](=O)[O-])Nc1cccc(S(=O)(=O)N2CCCCC2)c1
→ 1.3, -9.1, 9.0, 104.0, -4.6, 23.4, 6.6, 2.5, 116.0
- O=S(=O)(Nc1cccc(-c2ccc(N3CCCCCC3)nn2)c1)c1ccccc1Cl
→ -1.3, -7.1, -1.0, 102.0, -8.1, 9.5, -6.7, -0.1, 96.0
- Clc1ccccc1OCc1nc(-c2ccc(Br)o2)no1
→ -0.5, 0.3, 6.0, 105.0, 3.0, 15.0, -13.3, -0.4, 108.0
- CN1CCN(C(=O)Cn2c(C(F)(F)F)nc3ccccc32)CC1
→ 0.8, -6.2, ·, ·, -0.3, 8.3, 15.0, 0.4, ·
- COc1cc(OC)c(C(=O)Nc2cccnc2)cc1OC
→ 1.9, -8.3, 0.0, 103.0, -6.0, 6.7, 12.8, -1.0, 105.0
- CC(=O)c1ccc(NS(=O)(=O)c2cccc(C)c2)cc1
→ 1.9, 8.1, 4.0, 106.0, -6.4, 2.4, 35.8, 0.7, 105.0
- COc1ccc(NC(=O)COC(=O)CNC(=O)C2CCCCC2)cc1
→ -0.9, -3.2, -3.0, 99.0, -3.4, -17.6, 32.2, -0.4, 97.0

# Ten compounds from above, arranged by SMILES length, low to high.
# The line under a structure holds: OXTR agonist, GPR7 antag, MEKK2mut PB1 HTS, MEKK3 PB1 HTS, GalR3 antagonist, NALP1 inh, PHOSPHO1 block, V1aR counter, MEKK2 WT-MEK5
- CCN1CCN(C(=O)/C=C\C(=O)O)CC1
→ 1.0, -12.9, 12.0, 104.0, -4.0, 19.0, 8.6, 1.6, 103.0
- COc1cc(OC)c(C(=O)Nc2cccnc2)cc1OC
→ 1.9, -8.3, 0.0, 103.0, -6.0, 6.7, 12.8, -1.0, 105.0
- CCc1cc2c(=O)[nH]c(-c3ccccn3)nc2s1
→ -0.7, -7.4, -3.0, 93.0, -5.2, 13.5, -8.9, 1.2, 92.0
- COc1ccc(N2CCN(C(=S)NCCc3ccccc3)CC2)cc1
→ 4.9, 3.6, 2.0, 102.0, -2.7, ·, ·, 5.4, 105.0
- COc1ccc(NC(=O)COC(=O)CNC(=O)C2CCCCC2)cc1
→ -0.9, -3.2, -3.0, 99.0, -3.4, -17.6, 32.2, -0.4, 97.0
- COc1ccc(NC(=O)Cn2nnc(C(=O)Nc3ccccc3C)c2N)cc1
→ 1.0, -3.3, -9.0, 101.0, 1.7, -13.3, -3.6, 0.9, 91.0
- O=C(CCS(=O)(=O)c1ccccc1)NC12CC3CC(CC(C3)C1)C2
→ -1.8, 8.2, 3.0, 98.0, -2.0, -3.0, -0.3, 3.1, 102.0
- Cc1ccc(NC(=O)COc2cccnc2[N+](=O)[O-])cc1S(=O)(=O)N1CCCCC1
→ 1.6, -2.5, 7.0, 97.0, -4.3, 38.4, -10.7, 2.5, 104.0
- COc1cc(C(=O)O/N=C2\CCCc3c2ccc(OC)c3[N+](=O)[O-])cc(OC)c1OC
→ -0.7, -12.1, ·, ·, -3.1, 24.5, 26.1, 1.2, ·
- COC(=O)c1ccc(C23CC4(C2)[C@H](CN(Cc2ccc(C(F)(F)F)cc2)[C@@H]4c2ccccc2)C3c2ccc(Cl)nc2)cc1 (some centres not stated)
→ 0.5, ·, 3.0, 106.0, -4.7, -0.1, 35.3, -0.7, 90.0

# (continued)
# The line under a structure holds: OXTR agonist, GPR7 antag, MEKK2mut PB1 HTS, MEKK3 PB1 HTS, GalR3 antagonist, NALP1 inh, PHOSPHO1 block, V1aR counter, MEKK2 WT-MEK5
- CN(C)/C=N/c1cc(=O)[nH]c(=O)n1CC1CC1
→ 0.6, -7.4, 3.0, 95.0, -1.0, 22.1, -3.7, -0.1, 97.0
- Cc1ccc(-n2c(-c3cn(C)nc3C)n[nH]c2=S)cc1
→ 1.3, -4.4, 8.0, 102.0, ·, -7.9, 8.8, 1.1, 101.0
- COC(=O)c1ccc(CN(C)S(=O)(=O)c2ccc(C)cc2)o1
→ -0.1, ·, 2.0, 85.0, 1.4, 5.3, 20.1, 0.0, 99.0
- Cc1cc(C(=O)OCC(=O)NC(=O)NC(C)(C)C)c(C)o1
→ -1.5, 4.7, -5.0, 93.0, -3.4, 18.7, -1.3, -0.7, 99.0
- COc1ccc(C(=O)N/C(=C/c2ccccc2F)C(=O)NCCN2CCOCC2)cc1OC
→ 1.4, -5.3, 1.0, 103.0, 0.4, -6.5, 6.3, 0.5, 105.0
- O=C(O)c1cnn2c1NC(c1cccs1)CC2C(F)(F)F (configuration not stated)
→ 2.3, -0.8, 11.0, 113.0, -4.6, 16.6, 17.2, 1.8, 112.0
- O=C(NCc1ccc(Cl)cc1)C1CCC(CNc2c(N3CCCC3)c(=O)c2=O)CC1 (configuration not stated)
→ 0.8, -14.9, 18.0, 119.0, -4.5, ·, 38.3, 0.1, 113.0
- CC(C)N1CCN(Cc2cnc(-c3ccccc3)s2)CC1CCO (configuration not stated)
→ 0.9, -8.3, 2.0, 103.0, 4.8, -3.6, 27.7, 1.2, 100.0
- COc1ccccc1N1CCN(C2CCCN(C(=O)CCc3ccccn3)C2)CC1 (configuration not stated)
→ ·, -9.4, 5.0, 102.0, -2.6, 2.9, 13.0, ·, 103.0
- CCOc1ccc(N2C(=O)S/C(=C\c3ccc(O)c(OCC)c3)C2=O)cc1
→ -0.4, -12.6, -16.0, 89.0, -0.8, 3.9, 11.9, 0.9, 91.0
- O=C(NC1=NCCS1)c1cc(-c2cccs2)nc2ccccc12
→ 0.3, 6.8, -3.0, 93.0, -4.4, ·, 14.9, 0.1, 96.0
- CN(C)CCCNC(=O)COc1ccc(Br)cc1Cl
→ -1.2, -0.2, -1.0, 96.0, 1.4, 21.4, 10.3, 0.3, 101.0
- CCOC(=O)c1c(C)sc2c1N(C(=O)CCl)c1cc(Cl)ccc1S2
→ -2.1, 2.6, 3.0, 101.0, -9.9, 25.6, 25.1, -1.7, 99.0
- Cc1[nH]c2ccccc2c1/C=C(/C#N)C(=O)NC(C)C
→ 1.6, -8.6, 0.0, 100.0, -4.2, 0.1, 14.7, 0.5, 96.0
- CC(=O)Nc1sc2c(c1C(c1ccccn1)N1CCCC1)CCCC2 (configuration not stated)
→ -1.5, -6.1, -5.0, 96.0, 0.6, 2.8, -0.8, -0.8, 100.0
- O=C(CSc1ccccc1Cl)c1ccco1
→ -2.4, -9.4, 3.0, 102.0, -0.4, -17.3, 1.2, -1.0, 102.0
- CCOC(=O)c1ccc(CSc2nnc(N)s2)cc1
→ 5.5, 10.0, -1.0, 102.0, -5.1, 12.4, 15.6, 6.2, 104.0
- C=CCn1c(SCCOc2ccc(OC)cc2)nnc1C(C)NC(=O)Cc1ccc(OC)cc1 (configuration not stated)
→ -0.6, -5.6, 3.0, 99.0, -1.4, 4.3, 15.7, 0.2, 98.0
- Cc1cccc(NS(=O)(=O)c2cccs2)n1
→ -0.3, 2.0, -11.0, 96.0, -5.0, 8.9, 15.8, 0.0, 93.0
- O=C(Nc1ccc(N2CCOCC2)cc1)c1cccc(S(=O)(=O)N2CCC(Cc3ccccc3)CC2)c1
→ 1.1, 2.9, 4.0, 109.0, -4.3, -2.7, -5.3, 1.7, 107.0

# The list goes on.
# Keys – A = OXTR agonist; B = GPR7 antag; C = MEKK2mut PB1 HTS; D = MEKK3 PB1 HTS; E = GalR3 antagonist; F = NALP1 inh; G = PHOSPHO1 block; H = V1aR counter; I = MEKK2 WT-MEK5
COc1cccc(CC2(CO)CCCN(Cc3cn[nH]c3-c3ccccc3)C2)c1 (configuration not stated)
  A: 0.8; B: -6.4; C: 13.0; D: 104.0; E: -4.9; F: -11.3; G: 26.9; H: 0.9; I: 111.0
COc1ccc(C(=O)O/N=C(\N)c2ccccc2)c(OC)c1
  A: 0.2; B: -8.4; C: 3.0; D: 109.0; E: 6.5; F: 26.2; G: 2.1; H: 0.2; I: 106.0
Cn1c(-c2ccccc2)cnc1NCc1cc2c(cc1[N+](=O)[O-])OCO2
  A: 1.6; B: -5.1; C: 11.0; D: 101.0; E: -2.7; F: -2.7; G: 14.7; H: 3.4; I: 114.0
COc1ccc([N+](=O)[O-])cc1NS(=O)(=O)c1ccc(Cl)c(C(=O)Nc2sc3c(c2C#N)CCCCC3)c1
  A: 1.4; B: 0.3; C: 0.0; D: 118.0; E: -2.6; F: 5.5; G: 34.9; H: 1.2; I: 112.0
Nc1c(C(=O)NCc2ccccc2)c2nc3ccccc3nc2n1-c1ccc2c(c1)OCO2
  A: 0.5; B: -5.8; C: -3.0; D: 103.0; E: -9.0; F: 39.7; G: 3.3; H: 0.0; I: 90.0
COC(=O)CN1C(=S)N(C)C(=O)C1CC(=O)Nc1ccccc1 (configuration not stated)
  A: 0.6; B: -3.8; C: 2.0; D: 110.0; E: -2.0; F: 20.0; G: -16.8; H: 1.2; I: 104.0
